From PubChem
DNMT1 inh: inhibitors of human DNMT1; DNMT1 molecular beacon, Hinp1I cleavage, fluorescence; P26358; inhibition (reported as % activation of signal), % at 10 µM; 0.83% of 360,000 active; AID 588458; in the data active = inhibition above about 50%
TbMetRS inhib: blocks T. brucei methionyl-tRNA synthetase activity; 0.4% of 360,000 active; purified T. brucei MetRS, ATP depletion, Kinase-Glo luminescence; AID 624268; inhibition, % at 11.9 µM;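 active = inhibition above a per-plate cutoff of the control wells' mean inhibition plus 3 SD, cut at about 5.5% in these data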;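 also: 0% = DMSO wells median and 100% = median of wells with control inhibitor compound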
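Dosing: 11.9 µM single point; system: parasite MetRS enzyme; technique: luminescence of leftover ATP; times: 15 min enzyme-compound preincubation, 2 h reaction, 10 min detection, 25 °C; replicates: each compound tested once; read-out basis: percent inhibition relative to median high and low control wells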
Rpn11 inh: blocks the human proteasome subunit Rpn11. calls only at 20 µM. 0.59% of 360,000 active. human 26S proteasome, Ub4-pepOG fluorescence polarization; 20S core pre-blocked with epoxomicin;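 active = inhibition at 20 µM, scaled to each plate's controls, above about 33%, limit read from the data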
Target sequence (O00487 whole entry, looked up): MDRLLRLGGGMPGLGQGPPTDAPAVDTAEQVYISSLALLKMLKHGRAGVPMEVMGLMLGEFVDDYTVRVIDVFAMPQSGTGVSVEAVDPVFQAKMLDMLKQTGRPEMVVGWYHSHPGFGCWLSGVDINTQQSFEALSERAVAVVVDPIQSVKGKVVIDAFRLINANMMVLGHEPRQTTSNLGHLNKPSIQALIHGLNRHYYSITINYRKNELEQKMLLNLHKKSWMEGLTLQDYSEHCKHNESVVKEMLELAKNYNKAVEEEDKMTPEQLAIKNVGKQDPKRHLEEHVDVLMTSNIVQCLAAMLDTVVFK
PABP1 MLLE inh: inhibitors of microRNA-mediated deadenylation, human PABP1 MLLE binding; GST-MLLE / FITC-PAM2 fluorescence polarization; inhibition, % at 20 µM; P11940; 0.36% of 360,000 active; in the data active = inhibition above about 35%, passing the limit was not always enough;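 also: plate controls were DMSO wells with GST-MLLE for no effect and wells lacking GST-MLLE protein for full effect; some results filed as inactive read as strong as hits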
SUMO1 PPI mod: modulators of human SUMO1-mediated protein-protein interactions. P63165. SUMO1 binding to a labelled peptide, TR-FRET, 1 h. inhibition, % at 20 µM. 0.33% of 360,000 active; in the data active = inhibition above about 37%
NadD inh: NadD (S. aureus) enzyme inhibition | purified NadD enzyme, colorimetric absorbance read-out | inhibition, % at 20 µM | 0.78% of 360,000 active | AID 602399; in the data active = inhibition above about 26%; also: some compounds past the cut are filed as inactive
Scp1 inh: inhibitors of human Scp-1 phosphatase | Q9GZU7 | Recombinant Scp1, phosphopeptide, malachite green phosphate absorbance | inhibition, % at 20 µM | 0.88% of 340,000 active;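 active = inhibition above about 50% at 20 µM, limit read from the data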;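 also: plate controls were DMSO wells with enzyme for no effect and wells lacking enzyme for full effect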
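Test system: SCP-1 catalytic domain; Buffer or medium: Acidic Tris acetate buffer with magnesium and detergent; Also added: Phosphorylated 17-residue peptide substrate; Compound: single 20 µM dose, 1% DMSO; Schedule: enzyme reaction 45 min at room temperature, colour 5 min, stabilisation 30 min; Signal: Phosphate-binding colour reagent, absorbance read at 630 nm.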
LMPTP inh: LMPTP (human) inhibition; 0.22% of 360,000 active; inhibition, % at 20 µM; P24666; recombinant LMPTP-A, OMFP fluorogenic substrate, fluorescence intensity;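 active = compounds that cut the enzyme signal by at least half of the control window in the single-dose screen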;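 also: plate controls were DMSO wells with enzyme plus substrate for no effect and substrate without enzyme for full effect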
Target sequence (P24666 whole entry, looked up): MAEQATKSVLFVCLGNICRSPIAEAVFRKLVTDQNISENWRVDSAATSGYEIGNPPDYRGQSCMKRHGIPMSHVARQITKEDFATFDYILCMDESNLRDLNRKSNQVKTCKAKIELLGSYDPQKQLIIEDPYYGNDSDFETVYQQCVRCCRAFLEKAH
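Test system: LMPTP-A phosphatase enzyme. Amount: LMPTP-A at 0.625 nM final in the reaction. Reagent: OMFP substrate, 400 µM final. Times: 50 min at room temperature. Signal: endpoint fluorescence intensity from OMFP dephosphorylation. Read-out basis: % inhibition. Benchmarks: no-enzyme and uninhibited controls.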
CSN deneddyl inh: CSN deneddylation inhibition; inhibition, % at 12.5 µM; Q92905; 0.38% of 360,000 active; Purified CSN, SCF-Nedd8-OG deneddylation, fluorescence polarization;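 active = pattern-corrected inhibition above about 35%, with an unprinted fluorescence ratio check between 0.5 and 1.5, limit read from the data, passing the limit was not always enough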;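 also: 0% = enzyme with substrate and 100% = substrate without enzyme; some results filed as inactive read as strong as hits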
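Assay system: purified human Csn5 enzyme expressed in HEK293T cells; measure: % inhibition; also added: SCFSkp2-Nedd8OG substrate at 10 nM final; technique: fluorescence polarization; times: reaction 90 min, room temperature; medium: Tris buffer pH 7.5, NaCl, DTT, Tween-20, trehalose, ovalbumin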
STEP inh: blocks human striatal-enriched tyrosine phosphatase. recombinant STEP, OMFP fluorogenic substrate, fluorescence. inhibition, % at 20 µM. 0.25% of 360,000 active. AID 588621;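 active = inhibition at 20 µM, scaled per plate between control wells, above about 37%, limit read from the data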;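 also: 0% = DMSO with enzyme and substrate and 100% = substrate only without enzyme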
Target sequence (P54829 whole entry, looked up): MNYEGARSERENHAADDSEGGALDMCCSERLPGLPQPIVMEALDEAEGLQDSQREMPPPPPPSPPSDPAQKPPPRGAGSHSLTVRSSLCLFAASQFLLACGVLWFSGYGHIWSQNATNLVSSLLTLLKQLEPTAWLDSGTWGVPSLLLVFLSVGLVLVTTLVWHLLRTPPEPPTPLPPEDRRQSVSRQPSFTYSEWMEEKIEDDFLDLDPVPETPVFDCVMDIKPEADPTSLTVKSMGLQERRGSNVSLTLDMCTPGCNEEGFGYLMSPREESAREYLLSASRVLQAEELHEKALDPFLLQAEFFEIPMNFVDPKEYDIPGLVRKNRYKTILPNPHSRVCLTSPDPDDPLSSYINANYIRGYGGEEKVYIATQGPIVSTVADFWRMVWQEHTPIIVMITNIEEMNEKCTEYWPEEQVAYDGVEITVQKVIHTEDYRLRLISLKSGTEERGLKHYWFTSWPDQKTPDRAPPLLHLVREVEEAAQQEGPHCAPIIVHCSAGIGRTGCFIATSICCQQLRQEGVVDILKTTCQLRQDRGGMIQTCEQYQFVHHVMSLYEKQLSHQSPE
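Material: STEP (striatal-enriched tyrosine phosphatase) enzyme, cell-free | Medium: 50 mM Bis-Tris pH 6.0 with 2.5 mM DTT and 0.005% Tween 20 | Read-out: Percent inhibition scaled to no-enzyme and uninhibited-enzyme controls, plate-pattern corrected | Signal: Fluorescence read at 480 nm ex / 540 nm em | Times: 20 min reaction, room temperature, in the dark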
Numbers without * were called inactive; i = inactive; . = no result given; + = active, no number. No enrichment for hits. Share with any hit: about 3.6%.

SMILES	DNMT1 inh	TbMetRS inhib	Rpn11 inh	PABP1 MLLE inh	SUMO1 PPI mod	NadD inh	Scp1 inh	LMPTP inh	CSN deneddyl inh	STEP inh
Cc1cc(C)c(S(=O)(=O)Nc2ncccc2C)c(C)c1	3.1	1.1	i	-5.7	-2.5	-2.9	-9.4	0.1	0.2	1.5
CC(=O)c1cccc(NC(=O)c2cc(S(=O)(=O)N3CCOCC3)cs2)c1	-0.1	-0.5	i	7.9	4.6	-6.3	-12.6	-0.7	-2.3	-0.5
COc1ccc(/C=N/OCC(=O)NCc2cccs2)c(OC)c1	-1.8	-0.5	i	11.3	1.7	-5.3	-2.7	-0.6	-13.5	1.7
O=C1CCCC/C1=C\Nc1ccc(S(=O)(=O)Nc2cnc3ccccc3n2)cc1	1.1	-0.3	.	-91.6	14.3	1.2	-5.2	-0.3	7.6	3.2
CCCC(=O)C1=C(O)C(C(=O)OC)C(C)(C)CC1=NC (stereo not drawn)	1.6	-0.2	i	1.4	-0.5	-0.1	3.6	-0.4	-0.1	0.3
Cc1ccc(O)c(C(=O)c2cc(C#N)c3nc4ccccc4n3c2)c1	4.3	0.0	.	-51.6	0.0	13.8	2.5	0.3	6.1	-1.8
O=C(Nc1ccc2oc(-c3ccccc3)nc2c1)c1cccnc1	-1.3	-2.4	i	3.6	12.7	0.8	-7.0	-0.1	1.6	-1.2
O=C(NCc1cccnc1)c1ccc(NC(=O)c2ccco2)cc1	-0.4	-0.4	i	-4.7	-2.0	-2.1	-2.3	-1.4	3.9	1.4
CC(=O)c1cccc(NC(=O)Cn2cnc(S(=O)(=O)N3CCC(C)CC3)c2)c1	-0.4	-0.6	i	-11.9	-6.6	6.6	-5.1	0.9	11.0	-1.1
CCN(CC)S(=O)(=O)c1cc(C(=O)Oc2cccc(-c3cnc4ccccc4n3)c2)ccc1Br	-1.7	-0.4	i	6.4	2.6	-0.6	-15.4	3.4	-0.2	2.9
CCOc1ccc(Nc2nc(N)nc(CSC(=S)N3CCOCC3)n2)cc1	-4.2	1.3	i	4.1	-0.3	6.6	-18.7	-0.9	-1.6	-0.3
O=C1OCCN1N=Cc1ccco1	2.8	-0.2	i	7.5	-7.0	-2.0	-6.7	-2.7	1.8	-0.1
O=C(COc1ncnc2ccccc12)N1CCN(C(=O)c2ccco2)CC1	-0.2	-0.1	i	-5.8	-2.6	-4.3	0.6	-2.9	-9.4	4.7
Cc1ccc(C(=O)NNC(=O)c2ccncc2)cc1S(=O)(=O)N1CCOCC1	4.5	-0.2	i	1.8	0.6	1.9	3.9	-0.1	-4.1	-3.4
COCCNC(=O)Cn1nc(-c2ccc(C)cc2)c2ccccc2c1=O	1.4	0.0	i	10.1	6.3	-4.3	-10.0	-0.2	2.4	0.6
CCCOc1ccc([N+](=O)[O-])c(N)c1	3.0	-0.1	i	8.9	-16.1	-7.4	-7.1	-0.4	3.5	3.7
COc1cc(C#N)c(NC(=O)CN2CCC(C(N)=O)CC2)cc1OC	-0.3	-0.5	i	0.9	8.2	-1.7	-7.1	-0.2	-6.1	1.1
CCN(CC)CCNc1ccc2nnc(CCNS(=O)(=O)c3ccc(C)cc3)n2n1	-4.1	0.1	i	3.0	1.2	-5.5	-0.9	-0.2	3.8	0.0
CCN(CC)c1ccc([N+](=O)[O-])cc1C(=O)O	2.1	-0.9	i	-4.6	-26.2	0.8	-4.8	1.7	-3.0	-0.4
Cc1ccc(NC(=O)CSc2ncnc3ccccc23)cc1S(=O)(=O)N1CCCCCC1	-4.3	-0.8	+	-16.4	-6.0	1.8	5.7	3.7	-0.4	2.8
CCCCCOc1ccc(NS(C)(=O)=O)cc1	-2.0	-1.1	i	9.1	-1.0	-4.2	0.0	0.7	7.6	-0.4
CCOC(=O)c1ccc(NC(=O)C2CC(=O)N=C(N)S2)cc1 (stereo not drawn)	1.2	-1.1	i	-21.1	-1.7	2.2	1.0	-0.1	1.6	-2.1
CC1(C)c2[nH]c3ccccc3c2C[C@@H]2C(=O)N(Cc3ccccc3F)C(=O)N21	-4.9	-0.2	i	3.4	6.7	-2.2	-4.4	0.8	1.3	1.0
O=C(c1ccc(S(=O)(=O)Nc2ccccc2)cc1)N1CCCC1	0.8	-0.1	i	-3.7	3.5	-0.2	-9.0	-2.3	-6.3	-0.6
Cc1ccc(OCCN2C(=O)c3ccccc3C2=O)c(C)c1	0.0	-0.7	i	-5.4	-1.7	-4.1	13.4	3.1	2.7	2.6
Cc1cc(C)c(S(=O)(=O)c2c(C)cccc2C)c(OCC(C)C)n1	6.2	-1.3	i	3.4	0.6	17.1	-22.5	2.7	3.5	1.2
Cc1cc(Br)ccc1NC(=S)NC1CCCC1	1.5	-0.1	i	-6.3	-4.3	0.6	-2.2	1.2	-2.1	0.4
COc1ccccc1CN1CC(C(=O)NCCN(C)CCc2ccccc2)CCC1=O (stereo not drawn)	-2.6	-0.7	i	17.5	-5.2	-6.8	-1.8	-1.7	-8.9	-1.1
CC1(C(=O)O)CCCN1C(=O)c1cccc(OC(F)(F)F)c1 (stereo not drawn)	-0.1	-0.2	i	6.9	1.9	1.6	.	-1.3	0.2	-2.3
CCCC1(C(=O)OCC)NC(c2ccc(O)cc2)C2C(=O)N(c3ccc4c(c3)OCCO4)C(=O)C21 (stereo not drawn)	-2.5	0.1	i	7.6	-1.4	3.5	-5.2	-1.6	2.5	-0.7
O=C(COC(=O)CSc1ccc([N+](=O)[O-])cc1)NCCc1ccccc1	-0.2	-0.2	i	25.9	-27.4	-4.0	-6.1	0.3	-6.4	0.6
COc1ccc(CNC(=O)C(C)N2CCN(S(=O)(=O)c3ccccc3F)CC2)cc1 (stereo not drawn)	1.8	-0.1	i	-6.4	-3.5	3.7	-4.6	-0.4	4.0	-1.9
COC(=O)c1ccc(Cn2nc(-c3ccc(C)c(C)c3)ccc2=O)cc1	0.0	-0.3	i	-14.4	-11.2	-3.9	-7.5	2.4	-0.3	-0.3
CCOC(=O)Cc1csc(SCC(=O)NC2CCCC(C)C2C)n1 (stereo not drawn)	1.3	-0.3	i	7.2	-3.5	-3.3	-2.7	-0.6	-9.6	-1.9
O=C(Nc1ccc(Oc2cccnc2)cc1)C1CCN(Cc2ccccc2)CC1	-1.2	-0.6	i	-6.9	6.6	-5.5	-9.5	1.0	-5.0	0.7
Cc1ccc(Nc2nnc(SCC(=O)Nc3ncc(S(=O)(=O)c4ccc([N+](=O)[O-])cc4)s3)s2)cc1	-4.3	-0.7	i	-10.0	-0.2	45.4*	-5.5	-2.1	-1.8	0.7
O=c1c(O)c(-c2ccccc2)oc2cc(O)ccc12	-3.0	0.1	i	-3.2	-24.9	4.4	.	4.7	-1.3	4.7
CCOC(=O)c1cnc2c(c(C)nn2C)c1Oc1ccc(Cl)cc1	-2.3	-0.1	i	2.8	0.6	5.6	-9.2	0.9	-2.8	0.4
Cc1ccc(C(=O)COc2cccc(NC(=O)c3ccco3)c2)cc1	-2.1	-1.4	i	-0.5	0.2	0.3	-14.5	1.1	3.9	5.4
O=C(OCCN1C(=O)c2ccccc2C1=O)[C@@H]1CC(O)CN1S(=O)(=O)c1ccccc1[N+](=O)[O-] (stereo partly drawn)	-1.5	-0.5	i	4.3	-13.6	-5.7	-10.0	-0.4	-2.2	2.0
Cc1cc(OCC(=O)N2CCC(O)CC2)c2c(C)cc(=O)oc2c1	2.1	-0.5	i	12.9	-1.7	0.0	9.9	-1.7	0.5	0.9
CCOC(=O)N1CCN(S(=O)(=O)c2ccc3c(c2)SCC(=O)N3)CC1	1.0	-0.1	i	6.0	-2.7	-2.3	-4.3	-1.3	-0.1	-2.0
COc1ccc(-c2n[nH]c3c2CN(C(=O)c2ccccc2)CC3)cc1	0.3	-0.8	i	7.4	3.3	3.1	-3.4	-0.9	2.6	3.5
O=S(=O)(c1cc(F)ccc1F)N1CCN(C2CCCCC2)CC1	3.3	0.0	i	4.1	-0.3	-1.5	-7.1	-2.0	-5.4	-2.8
O=C(CN1C(=O)NC2(CCCC2)C1=O)Nc1cccc(-c2nnc3n2CCCCC3)c1	-0.6	-0.4	i	-1.4	3.1	8.2	-7.0	-0.9	-3.2	-0.4
Cc1cc(C)cc(N(C(=O)c2ccc(Br)o2)C2C=CS(=O)(=O)C2)c1 (stereo not drawn)	5.3	-1.0	i	12.4	-1.1	-1.3	10.2	-1.7	4.2	0.1
O=C(COc1ncnc2ccccc12)Nc1cc([N+](=O)[O-])ccc1F	1.0	-0.4	i	8.7	-20.5	-2.5	-2.5	0.1	0.5	-3.3
N/C(=N\OC(=O)c1ccc(F)cc1)c1cccc([N+](=O)[O-])c1	2.2	0.3	i	-1.9	-35.0	-10.0	-2.0	-0.8	-3.3	-1.8

Full records from above:
N/C(=N\OC(=O)c1ccc(F)cc1)c1cccc([N+](=O)[O-])c1 is entered as DNMT1 inh = 2.2; TbMetRS inhib = 0.3; Rpn11 inh = i; PABP1 MLLE inh = -1.9; SUMO1 PPI mod = -35.0; NadD inh = -10.0; Scp1 inh = -2.0; LMPTP inh = -0.8; CSN deneddyl inh = -3.3; STEP inh = -1.8
Cc1cc(OCC(=O)N2CCC(O)CC2)c2c(C)cc(=O)oc2c1 is entered as DNMT1 inh = 2.1; TbMetRS inhib = -0.5; Rpn11 inh = i; PABP1 MLLE inh = 12.9; SUMO1 PPI mod = -1.7; NadD inh = 0.0; Scp1 inh = 9.9; LMPTP inh = -1.7; CSN deneddyl inh = 0.5; STEP inh = 0.9

Going on with the list:
SMILES	DNMT1 inh	TbMetRS inhib	Rpn11 inh	PABP1 MLLE inh	SUMO1 PPI mod	NadD inh	Scp1 inh	LMPTP inh	CSN deneddyl inh	STEP inh
COC(=O)c1c(NC(=O)c2cccc([N+](=O)[O-])c2)sc(C(N)=O)c1C	0.8	-0.5	i	5.5	-7.5	4.3	0.7	-0.9	6.1	4.4
COc1ccc(-c2ncccc2OC(=O)C23CC4CC(CC(C4)C2)C3)cc1OC	-1.3	-0.3	i	-6.1	4.2	-1.1	3.2	1.2	-1.2	5.6
O=C1COc2ccc(S(=O)(=O)CCC(=O)N3CCN(c4cccc(C(F)(F)F)c4)CC3)cc2N1	-3.6	-0.2	i	-1.6	1.0	-3.8	-9.6	-0.5	4.0	-1.1
COc1ccc(N2CCN(S(=O)(=O)CCNC(=O)COc3ccccc3)CC2)cc1	-2.7	-0.5	i	-1.7	-3.3	-6.9	9.3	2.4	-5.7	0.1
